Rac1 wt modul: alters GTP binding to wildtype human Rac1; GST-Rac1 beads, fluorescent GTP binding, flow cytometry; actives lie on both sides; 0 = cold GTP competed, 100 = untreated; GTP binding activity (% of control), % at 10 µM; P63000; actives 0.27% (n = 190,000);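 active means GTP binding activity at least 20 points away from the 100% control level, either lower or higher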
Rab2 wt GTP: changes GTP binding to wildtype dog Rab2A, up or down; P61105; GST-Rab2 wt beads, Bodipy-GTP binding, flow cytometry; GTP binding activity, % at 10 µM; actives 0.19% (n = 190,000);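 active means GTP binding activity at least 20 points away from 100%, either lowered or raised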;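 further: 0% = beads with excess unlabeled GTP and 100% = no-compound control corrected for plate trend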
Rac1 mut GTP: human Rac1 activated mutant GTP binding change | P63000 | GST-Rac1 activated beads, fluorescent GTP binding, flow cytometry; actives lie on both sides; 100% means binding = to untreated wells | percent activity (GTP binding), % at 10 µM | actives 0.11% (n = 190,000) | AID 764;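 active means GTP binding at least 20 percentage points away from the 100% baseline, in either direction, so actives lie on both sides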
Rab7 wt modul: modulators of GTP binding to dog Rab7 wildtype GTPase; GST-Rab7 beads, fluorescent GTP binding, flow cytometry; actives lie on both sides; untreated = 100%, excess cold GTP = 0%; GTP binding activity (percent of control), % at 10 µM; actives 0.055% (n = 190,000);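 active means fluorescent GTP binding to Rab7 beads changed by at least 20 points from the 100% baseline, either direction, mostly lower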;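 further: median green fluorescence of bound Bodipy-FL-GTP per Rab7 bead population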
GSH fluor: GSH bead compound fluorescence profile | GSH beads flow cytometry, compound fluorescence 488/530 nm; active compounds read high | fluorescence (KMESF) at 10 µM | actives 0.25% (n = 190,000) | AID 1776; in the data active means fluorescence above about 89;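 further: glutathione beads carrying GST-tagged Bcl family fusion proteins plus one bare bead set; values are compound well signal with DMSO vehicle wells as background; inactives centre near 16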
Pf gametocyte: P. falciparum stage V gametocyte viability inhibition; actives 0.065% (n = 150,000); inhibition, % at 10.9 µM; P. falciparum stage V gametocytes, ATP luminescence, 24 h; AID 743093;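 active means inhibition above the mean plus 3 SD of compounds within the control limits, set per campaign, cut at about 38% in these data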;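 further: 0% = DMSO wells and 100% = medium only without gametocytes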
Avidin bead fluor: avidin bead compound fluorescence profile; actives 0.38% (n = 220,000); fluorescence (KMESF) at 10 µM; AID 1775; Avidin beads, compound fluorescence 488/530 nm, flow cytometry; active compounds read high; in the data active means fluorescence above about 47; further: inactives centre near 10
HRas wt GTP bind: changes GTP binding to wildtype human HRas; AID 759; P01112; GST-Ras wt beads, Bodipy-FL-GTP binding, flow cytometry; actives lie on both sides; actives 0.14% (n = 190,000); GTP binding activity, % at 10 µM;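 active means GTP binding activity at least 20% away from the 100% baseline, either lowered as inhibitor or raised as activator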;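 further: 0% = unlabeled GTP competition control and 100% = no-compound control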
Target sequence (P01112 whole entry, looked up): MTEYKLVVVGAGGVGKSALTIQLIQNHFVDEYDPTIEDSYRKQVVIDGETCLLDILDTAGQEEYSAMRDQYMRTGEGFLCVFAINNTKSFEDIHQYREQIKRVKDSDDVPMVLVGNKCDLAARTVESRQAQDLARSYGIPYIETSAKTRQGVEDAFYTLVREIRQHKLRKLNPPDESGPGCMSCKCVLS
Cdc42 wt: human Cdc42 wildtype GTP binding change, either direction. percent activity (GTP binding), % at 10 µM. actives 0.2% (n = 190,000). GST-Cdc42 beads, Bodipy-GTP binding, flow cytometry; actives lie on both sides. P60953. AID 761;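 active means percent activity GTP binding at least 20 points away from the 100% baseline, either down as inhibitor or up as activator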;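 further: median bead fluorescence of bound Bodipy-FL-GTP at 100 nM; 0% = excess unlabeled GTP control and 100% = no compound control; below 100% means less GTP binding so inhibitor and above means activator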
Target sequence (P60953 whole entry, looked up): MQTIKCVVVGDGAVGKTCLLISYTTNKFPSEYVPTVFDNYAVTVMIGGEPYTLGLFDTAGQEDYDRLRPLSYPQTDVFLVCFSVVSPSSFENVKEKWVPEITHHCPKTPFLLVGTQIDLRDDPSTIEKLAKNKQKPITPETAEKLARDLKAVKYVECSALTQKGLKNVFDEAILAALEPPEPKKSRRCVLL
ABCG2 inh: blocks JC-1 efflux by human ABCG2 transporter | Q9UNQ0 | IgMXP3 cells, flow cytometry | inhibition, % at 6.6 µM | actives 0.1% (n = 190,000) | AID 1325;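 active means inhibition above 80%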;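 further: 0% = DMSO and 100% = nicardipine control wells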
Target sequence (Q9UNQ0 whole entry, looked up): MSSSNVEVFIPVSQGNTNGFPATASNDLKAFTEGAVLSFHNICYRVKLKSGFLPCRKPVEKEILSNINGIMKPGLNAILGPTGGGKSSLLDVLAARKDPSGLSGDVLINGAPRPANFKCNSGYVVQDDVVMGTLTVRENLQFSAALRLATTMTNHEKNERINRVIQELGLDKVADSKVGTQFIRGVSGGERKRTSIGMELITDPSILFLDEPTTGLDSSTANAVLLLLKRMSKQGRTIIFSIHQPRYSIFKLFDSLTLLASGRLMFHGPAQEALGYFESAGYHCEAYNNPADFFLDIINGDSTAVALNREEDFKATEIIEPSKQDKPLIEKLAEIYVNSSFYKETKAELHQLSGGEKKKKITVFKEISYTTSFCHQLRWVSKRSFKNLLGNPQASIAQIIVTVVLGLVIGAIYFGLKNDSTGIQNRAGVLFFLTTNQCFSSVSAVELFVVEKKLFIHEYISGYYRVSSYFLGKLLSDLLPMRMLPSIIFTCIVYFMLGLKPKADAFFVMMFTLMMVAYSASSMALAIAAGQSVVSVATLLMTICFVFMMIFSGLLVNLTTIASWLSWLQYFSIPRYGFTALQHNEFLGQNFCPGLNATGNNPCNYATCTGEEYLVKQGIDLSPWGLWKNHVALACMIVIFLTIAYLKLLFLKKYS
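Measure – % inhibition of efflux relative to nicardipine and DMSO · Test system – ABCG2 IgMXP3 and barcoded ABCB1 CCRF-Adr cell mix · Control set – nicardipine as high control, DMSO as low control · Compound – one concentration, 6.6 µM final · Signal – flow cytometry of retained JC-1 fluorescence · Timing – 10 min exposure at 25 °C with rotation, no wash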
ABCB1 block: blocks JC-1 efflux by human ABCB1 transporter; P08183; CCRF-Adr cells, flow cytometry; inhibition, % at 6.6 µM; actives 0.067% (n = 190,000); in the data active means inhibition above about 40%;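 further: 0% = vehicle and 100% = reference inhibitor; higher value means more JC-1 retained so stronger ABCB1 efflux block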
The depositor's hits bear a star; / = no result given.

SMILES | Rac1 wt modul | Rab2 wt GTP | Rac1 mut GTP | Rab7 wt modul | GSH fluor | Pf gametocyte | Avidin bead fluor | HRas wt GTP bind | Cdc42 wt | ABCG2 inh | ABCB1 block
CCc1ccc(Nc2nnc(SCC(=O)Nc3cccnc3Cl)s2)cc1 | 102.0 | 97.0 | 98.0 | 97.0 | 14 | 8.1 | 23 | 98.0 | 104.0 | 2.5 | 0.5
CCOc1ccc(N(CC(=O)NC2CCCCCC2)S(=O)(=O)c2c(C)noc2C)cc1 | 107.0 | 102.0 | 100.0 | 101.0 | 24 | / | 8 | 103.0 | 102.0 | 4.7 | 1.6
CN(C)Cc1c(-c2ccc(Cl)cc2)nc2ccc(Cl)cn12 | 96.0 | 98.0 | 95.0 | 95.0 | 21 | / | 12 | 98.0 | 96.0 | 2.0 | 0.4
COc1ccc(C(=O)N/N=C/c2ccc(OC)c(CN3CCN(c4ccc(F)cc4)CC3)c2)cc1 | 100.0 | 101.0 | 99.0 | 105.0 | 6 | -9.9 | 3 | 97.0 | 101.0 | -2.1 | 8.1
CCc1ccc(/C=N/NC(=O)c2c[nH]c3ccccc23)s1 | 102.0 | 98.0 | 99.0 | 99.0 | 17 | / | 17 | 100.0 | 104.0 | -0.1 | -0.5
Cc1ccc(N(C(=O)c2csnn2)C(C(=O)NC(C)(C)C)c2ccncc2)cc1 (stereo not given) | 106.0 | 99.0 | 100.0 | 101.0 | 9 | 0.1 | 23 | 102.0 | 104.0 | 0.7 | 0.2
Cc1nnn(C23CC4CC(CC(C(=O)NN)(C4)C2)C3)n1 | 106.0 | 100.0 | 103.0 | 101.0 | 9 | 10.2 | 7 | 104.0 | 102.0 | 3.7 | 0.7
Cc1nnc(SCC(=O)N2CCC(C(N)=O)CC2)s1 | 104.0 | 100.0 | 100.0 | 97.0 | 10 | / | 32 | 100.0 | 105.0 | 5.6 | 0.5
O=C(COC(=O)CCOc1ccccc1)Nc1ccc(Cl)cn1 | 93.0 | 94.0 | 92.0 | 92.0 | 32 | -11.9 | 15 | 96.0 | 95.0 | 0.4 | 0.1
CN=C1SC(CC(=O)Nc2cc(Cl)ccc2Cl)C(=O)N1C (stereo not given) | 98.0 | 97.0 | 96.0 | 95.0 | 35 | -7.7 | 6 | 97.0 | 102.0 | 3.9 | 0.1
COc1cc(N2C(=O)c3ccccc3C2=O)c(Cl)cc1C(=O)OCC(=O)N(C)C | 98.0 | 96.0 | 97.0 | 97.0 | 11 | -2.0 | 9 | 97.0 | 98.0 | 1.9 | 0.2
O=Cc1cn(-c2ccccc2)nc1-c1ccc2c(c1)OCCO2 | 103.0 | 102.0 | 98.0 | 105.0 | 13 | / | 20 | 103.0 | 100.0 | 1.6 | 0.4
Cc1ccc(C)c(NC(=O)COC(=O)CCC(=O)c2cccs2)c1 | 98.0 | 95.0 | 94.0 | 100.0 | 12 | 1.8 | 11 | 96.0 | 93.0 | 5.3 | 0.9
COc1cccc(-c2ccc(SCC(=O)c3ccccc3)nn2)c1 | 96.0 | 95.0 | 93.0 | 93.0 | 73 | 11.7 | 13 | 94.0 | 94.0 | 0.6 | -0.4
COc1cc2c(=O)n(Cc3ccco3)c(=O)n(CC(=O)c3ccc(Br)cc3)c2cc1OC | 93.0 | 94.0 | 95.0 | 95.0 | 41 | 6.3 | 12 | 97.0 | 95.0 | 1.9 | 3.2
COC(=O)c1c(NC(=O)C2CC2)sc2c1CCCC2 | 103.0 | 102.0 | 99.0 | 101.0 | 26 | / | 7 | 101.0 | 100.0 | 5.1 | 0.3
N#C/C(C(=O)NCc1ccccc1)=C1/N=C(NC(=O)c2cccs2)c2ccccc21 | 100.0 | 97.0 | 98.0 | 99.0 | 20 | / | 15 | 97.0 | 95.0 | -0.8 | -0.1
N#Cc1cc(Br)ccc1N=C1CCCN1c1ccccc1 | 104.0 | 91.0 | 93.0 | 95.0 | 23 | 4.0 | 6 | 92.0 | 99.0 | 3.7 | 1.1
CCCNc1c(N)c(=O)oc2ccccc12 | 100.0 | 100.0 | 100.0 | 96.0 | 9 | 6.2 | 8 | 98.0 | 99.0 | 1.4 | 0.0
O=C(N/N=C/C=C/c1ccco1)c1cccs1 | 96.0 | 95.0 | 94.0 | 96.0 | 11 | -24.2 | 8 | 96.0 | 95.0 | 7.7 | 2.0
Cc1ccc(C)c(S(=O)(=O)N2CCN(c3ncccn3)CC2)c1 | 99.0 | 97.0 | 96.0 | 102.0 | 26 | -11.2 | 11 | 99.0 | 97.0 | 8.2 | 4.1
COc1ccc(CC(NC(C)=O)C(=O)NC2CCN(S(=O)(=O)c3ccccc3)CC2)cc1OC (stereo not given) | 103.0 | 101.0 | 101.0 | 104.0 | 28 | / | 5 | 102.0 | 107.0 | 0.9 | 0.4
COc1ccc(N2CCN(C(=O)c3ccccc3Br)CC2)c([N+](=O)[O-])c1 | 101.0 | 100.0 | 96.0 | 106.0 | 21 | -11.4 | 9 | 101.0 | 99.0 | 8.1 | 0.9
O=C(Nc1nnc(-c2ccccc2)o1)c1cc(Cl)sc1Cl | 99.0 | 96.0 | 98.0 | 101.0 | 7 | 11.5 | 0 | 98.0 | 96.0 | -3.3 | -0.7
O=C(c1ccccc1NS(=O)(=O)c1ccc(Br)s1)N1CCCC1 | 100.0 | 100.0 | 97.0 | 101.0 | 10 | -10.7 | 14 | 99.0 | 96.0 | -3.9 | -0.3
CCN(CC)C(=O)CSc1nc2c(sc(=S)n2-c2ccccc2)c(=O)n1Cc1ccco1 | 101.0 | 96.0 | 95.0 | 98.0 | 14 | 8.9 | 22 | 99.0 | 101.0 | 0.2 | 0.0
CCCCCCC(=O)N/N=C1\CCCc2ccccc21 | 100.0 | 98.0 | 94.0 | 93.0 | 8 | 15.8 | 2 | 99.0 | 98.0 | 0.9 | 0.1
O=S(=O)(c1cccc(NC(=S)N2CCN(c3ccccc3)CC2)c1)C(F)F | 105.0 | 101.0 | 101.0 | 102.0 | 14 | 3.9 | 15 | 100.0 | 103.0 | 7.9 | 0.6
Cc1cc(NC(=O)COC(=O)c2cc3c(s2)CCC(C)C3)no1 (stereo not given) | 95.0 | 98.0 | 96.0 | 97.0 | 22 | / | 7 | 96.0 | 98.0 | 1.8 | 0.4
CCN1C(=O)/C(=C/c2ccc(OC)c(OC)c2)N=C1SCC(=O)NCc1ccco1 | 107.0 | 99.0 | 99.0 | 98.0 | 31 | -7.8 | 10 | 98.0 | 101.0 | -8.3 | -3.3
Fc1ccc(-n2nnc(-c3cccnc3)n2)cc1 | 99.0 | 99.0 | 95.0 | 103.0 | 20 | / | 7 | 98.0 | 98.0 | 2.6 | 0.5
O=C(c1ccc(C(F)(F)F)cc1)C1CCCN(C(=O)CCN2CCCO2)C1 (stereo not given) | 98.0 | 97.0 | 97.0 | 97.0 | 8 | / | 10 | 95.0 | 99.0 | 1.1 | 0.5
Cc1cc(C(=O)COC(=O)CN=C2NS(=O)(=O)c3ccccc32)c(C)n1CCc1ccc(Cl)cc1 | 112.0 | 100.0 | 100.0 | 101.0 | 6 | -0.8 | 2 | 100.0 | 103.0 | -0.1 | 0.0
Cc1ccc2c(c1)N(CC(=O)N1CCCCC1c1cccnc1)C(=O)CO2 (stereo not given) | 100.0 | 99.0 | 99.0 | 96.0 | 20 | 10.0 | 18 | 98.0 | 100.0 | -1.7 | -0.1
CC(=O)Nc1nc(C(F)(F)F)cs1 | 104.0 | 95.0 | 100.0 | 104.0 | 18 | -7.0 | 3 | 97.0 | 100.0 | 0.7 | 0.4
Cc1ccccc1-n1nc(SCC(=O)O)sc1=S | 93.0 | 93.0 | 90.0 | 99.0 | 10 | 1.5 | 7 | 92.0 | 91.0 | 2.6 | 8.4
Cn1c(SCC(=O)NNC(=O)Cc2ccccc2)nnc1-c1ccccc1 | 102.0 | 100.0 | 98.0 | 103.0 | 21 | / | 12 | 100.0 | 102.0 | 1.7 | -0.1
Cc1[nH]c(=O)[nH]c(=O)c1S(=O)(=O)N1CCC(C(=O)N2CCN(c3cccc(C(F)(F)F)c3)CC2)CC1 | 96.0 | 96.0 | 98.0 | 96.0 | 15 | 3.9 | 12 | 96.0 | 95.0 | 0.1 | 0.8
Cc1ccc(CC2CC(=O)N(c3nc4ccccc4s3)C2=O)cc1 (stereo not given) | 94.0 | 93.0 | 90.0 | 97.0 | 23 | 14.5 | 9 | 93.0 | 93.0 | 0.7 | 0.1
CSc1ccccc1NS(=O)(=O)c1ccc2c(c1)OCCO2 | 100.0 | 102.0 | 99.0 | 102.0 | 51 | / | 10 | 102.0 | 101.0 | 8.2 | 0.4
Cc1cccc(NC(=O)CS(=O)(=O)Cc2ccccc2)n1 | 105.0 | 100.0 | 99.0 | 102.0 | 13 | / | 9 | 101.0 | 103.0 | 4.6 | 0.9
O=C(NCCCO)c1ccc2[nH]c3ccccc3c2c1 | 95.0 | 95.0 | 95.0 | 95.0 | 23 | / | 14 | 95.0 | 93.0 | 3.0 | -0.2
COCCNC(=O)c1ccc2ccccc2n1 | 98.0 | 97.0 | 96.0 | 95.0 | 7 | -6.9 | 7 | 99.0 | 99.0 | 9.2 | 1.3
COc1ccc2nc(SCc3ccccc3)nc(C)c2c1 | 100.0 | 97.0 | 97.0 | 98.0 | 15 | 13.7 | 23 | 98.0 | 101.0 | 28.5 | -0.7
O=C(Nc1cccc(C(F)(F)F)c1)c1scc2c1OCCO2 | 98.0 | 99.0 | 95.0 | 107.0 | 12 | 11.6 | 7 | 98.0 | 96.0 | 5.0 | 0.2
Cc1ccc(-c2nc3ccccc3o2)cc1NC(=S)NC(=O)c1cccs1 | 105.0 | 103.0 | 96.0 | 100.0 | 23 | / | 13 | 103.0 | 101.0 | 31.2 | -1.5
Cc1cc(C)n(-c2nc(SCCN(C)C)c3c4c(sc3n2)COC(C)(C)C4)n1 | 103.0 | 101.0 | 100.0 | 102.0 | 20 | / | 14 | 101.0 | 103.0 | 2.2 | 0.8
O=C(COc1ccc(Cl)cc1Cl)NN1C(=O)/C(=C\c2ccc(Cl)cc2)SC1=S | 95.0 | 89.0 | 82.0 | 105.0 | 13 | 27.4 | 9 | 91.0 | 82.0 | -4.1 | -0.6
Cn1/c(=N/NC(=O)c2cccc(OC(F)F)c2)sc2ccccc21 | 103.0 | 99.0 | 100.0 | 100.0 | 7 | -9.1 | 3 | 98.0 | 100.0 | 5.6 | 0.5
Cc1ccc(SCc2nc(-c3ccccc3)no2)cc1 | 102.0 | 99.0 | 100.0 | 103.0 | 14 | -14.2 | 13 | 100.0 | 100.0 | 13.1 | 1.3
NC(=O)CS(=O)(=O)c1ccc(Cl)cc1 | 101.0 | 102.0 | 97.0 | 105.0 | 20 | 4.0 | 10 | 98.0 | 97.0 | 0.2 | 0.1

Assay outcomes from PubChem BioAssay.
